PI5P4Ka inh: inhibitors of human PI5P4K alpha. P48426. PI5P4Kalpha enzyme, ADP-Glo luminescence, 60 min; active compounds read low. max response, %. actives 1.2% (n = 330,000). AID 652105; active means max response of -50% or lower; inconclusive means between -30% and -50%; inactive means -30% or higher; further: value at the top dose of about 77 µM; on the % scale 0 is the no-effect control and ±100 the full control effect
Target sequence (P48426 whole entry, looked up): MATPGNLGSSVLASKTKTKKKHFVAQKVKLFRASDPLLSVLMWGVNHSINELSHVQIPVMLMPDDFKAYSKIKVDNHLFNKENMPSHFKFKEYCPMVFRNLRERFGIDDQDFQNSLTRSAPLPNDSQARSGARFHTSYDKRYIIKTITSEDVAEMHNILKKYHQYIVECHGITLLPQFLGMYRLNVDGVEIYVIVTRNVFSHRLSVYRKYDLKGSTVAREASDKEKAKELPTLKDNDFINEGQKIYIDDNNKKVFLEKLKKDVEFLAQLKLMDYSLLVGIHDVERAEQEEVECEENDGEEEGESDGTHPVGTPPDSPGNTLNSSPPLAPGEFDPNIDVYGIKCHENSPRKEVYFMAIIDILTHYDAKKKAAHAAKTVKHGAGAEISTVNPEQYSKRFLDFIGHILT
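ADP-Glo luminescence end-point after a 60 min room-temperature kinase reaction. PI5P4Kalpha and substrate in HEPES pH 7.4 buffer with EGTA, 0.1% CHAPS and 5% DMSO; ATP at 5 microM final.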
WRN helicase inh: inhibitors of human WRN helicase; actives 0.46% (n = 360,000); AID 651768; WRN helicase unwinding, fluorescent forked duplex, kinetic; Q14191; Potency, µM (highest dose often 114 µM), without a hit: at the top dose activity change, negative = inhibition, most hits filed as inhibitors; further: potency means the concentration at half of the fitted maximal effect; on the % scale 0 is the no-effect control and ±100 the full control effect; nearly all actives have a fitted effect of over 55% in size
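Kinetic fluorescence helicase assay: unwinding of a quenched forked DNA duplex (100 nM final) with 2 mM ATP final raises red fluorescence (525/598 nm). Compounds sat 15 min at room temperature with 20 nM WRN beforehand.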
IL2 activator: activators of IL-2. IL-2 activation reporter assay, cell-based qHTS; stimulated with anti-CD3/CD4/CD28 beads; in transgenic mouse T cells. activation, % (series mostly up to about 46 µM). actives 0.065% (n = 360,000). AID 652025; in the data active means activation above about 50%; inconclusive means mostly about 30% to 49%; further: 0% is about no effect
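Quantitative HTS in unstimulated transgenic mouse T cells, with memory T cells as non-tolerant control and PMA/ionomycin as tolerance-bypass control. Compound pretreatment lasted 60 minutes before 18 h bead stimulation; EGFP/DsRed fluorescence read.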
EPAC1 antag: antagonists of human EPAC1; O95398; EPAC1 GEF assay, Rap1b-BODIPY-GDP exchange fluorescence; AID 720709; Potency, µM (doses to about 115 µM), without a hit: at the top dose activity change, negative = inhibition, most hits filed as inhibitors; actives 0.14% (n = 360,000);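 further: potency means the concentration at half of the fitted maximal effect; plate controls were vehicle for no effect and positive control for full effect; nearly all actives have a fitted effect of over 50% in size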
EPAC1 agonist: activates human EPAC1 exchange factor. Potency, µM (titrated, usually from 154 µM), for inactives: at the highest dose activation, usual class: activators. actives 0.073% (n = 360,000). EPAC1 agonist qHTS, biochemical assay; response scale: 100% = response to 6.5 mM cAMP; further: potency means the concentration at half of the fitted maximal effect; nearly all actives have a fitted effect of over 60% in size
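Nucleotide exchange by EPAC1 (100 nM) on Rap1B–BODIPY-GDP (250 nM) in the presence of 50 uM GDP is tracked fluorescently at 480/540 nm over 30 min. Signals are normalized to a 6.5 mM cAMP control.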
Abeta rescue: A-beta toxicity reversal in yeast | Potency, µM (top dose mostly 46.1 µM), for inactives: at the top dose growth rescue, usual class: activators | yeast expressing A-beta42, growth rescue, OD600, 48 h; response scale: 0% DMSO, 100% iron-clioquinol control | actives 0.063% (n = 410,000) | AID 1347071; further: potency means the concentration at half of the fitted maximal effect; nearly all actives have a fitted effect of over 55% in size
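Growth rescue measured by 600 nm absorbance after 48 h yeast culture at 30 C with compound. Values normalized between DMSO and an equimolar ferric chloride plus clioquinol control.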
FUS yeast rescue: FUS proteinopathy suppression in yeast; actives 0.24% (n = 390,000); AID 1347120; S. cerevisiae FUS-expressing, growth rescue, OD600, 24 h; Potency, µM (top dose mostly 76.6 µM), for the others: at the top dose growth rescue (activation), hits mostly activators;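 further: potency means the concentration at half of the fitted maximal effect; plate controls were DMSO vehicle for no effect and reference control for full effect; nearly all actives have a fitted effect of over 55% in size; some results filed as inactive show a strong effect at the top dose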
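Steps: raffinose overnight preculture; dilution to OD 0.005 in 2% galactose minimal medium; compound addition (concentration series); 24hr at 30C, 99% humidity; absorbance read at 600 nm.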
PLK1 PBD inh: inhibitors of human PLK1 polo-box domain binding. P53350. Plk1 PBD binding of FITC phosphopeptide, fluorescence polarization. actives 2.8% (n = 360,000). Potency, µM, without a hit: max response, negative = inhibition, most hits filed as inhibitors. AID 720504; further: potency means the concentration at half of the fitted maximal effect; series mostly up to about 57 µM; on the % scale 0 is the no-effect control and ±100 the full control effect; nearly all actives have a fitted effect of over 65% in size
Target sequence (P53350 whole entry, looked up, the tested form may be a part): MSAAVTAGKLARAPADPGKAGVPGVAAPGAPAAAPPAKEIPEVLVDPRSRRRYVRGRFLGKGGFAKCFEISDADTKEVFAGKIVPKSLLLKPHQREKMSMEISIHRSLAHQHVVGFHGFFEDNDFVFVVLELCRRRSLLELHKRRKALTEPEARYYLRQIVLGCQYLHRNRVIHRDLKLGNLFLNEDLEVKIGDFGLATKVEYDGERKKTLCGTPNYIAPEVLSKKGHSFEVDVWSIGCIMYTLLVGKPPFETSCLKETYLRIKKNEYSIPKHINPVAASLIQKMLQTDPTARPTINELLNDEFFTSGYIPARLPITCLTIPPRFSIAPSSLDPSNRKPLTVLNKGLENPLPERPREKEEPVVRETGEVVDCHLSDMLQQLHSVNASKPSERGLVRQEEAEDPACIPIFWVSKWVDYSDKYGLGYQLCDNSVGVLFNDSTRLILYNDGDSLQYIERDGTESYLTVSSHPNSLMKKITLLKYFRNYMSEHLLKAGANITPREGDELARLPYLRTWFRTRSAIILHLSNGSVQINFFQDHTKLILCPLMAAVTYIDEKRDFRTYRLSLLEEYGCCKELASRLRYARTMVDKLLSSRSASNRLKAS
Starred values were filed as active, the others as inactive; [ ] = remark or other dose. Unless noted, the call rests on the fitted dose curve; in most records, active means well fitted curve in the direction sought with a large enough effect; inconclusive means small, poorly fitted or top-dose-only effect, or another doubt; inactive means no such curve, though single readings can be large; an effect the other way counts as inactive or inconclusive.

Screening C=CCN(c1ccccc1)S(=O)(=O)c1ccc(Cl)c(C(=O)OCC(=O)NCCCN2CCCC2=O)c1 returned PI5P4Ka inh 3.2, WRN helicase inh 0.7%, IL2 activator -0.3, EPAC1 antag -10.6%, EPAC1 agonist 2.5%, Abeta rescue 14.4%, FUS yeast rescue 12.6% and PLK1 PBD inh -5.0%.
Cc1ccc(-n2nnnc2SCC(=O)N2Cc3ccccc3CC2C(=O)O)cc1 (stereo unspecified) was read as PI5P4Ka inh -5.0, WRN helicase inh -9.0%, IL2 activator -1.4, EPAC1 antag -15.7%, EPAC1 agonist 0.5%, Abeta rescue 10.9%, FUS yeast rescue 21.4% and PLK1 PBD inh -14.2%.
For CCOC(=O)c1nnn(-c2ccc([N+](=O)[O-])cc2[N+](=O)[O-])c1C the results were PI5P4Ka inh 0.4, WRN helicase inh -7.5%, IL2 activator -0.2, EPAC1 antag -7.7%, EPAC1 agonist 7.4%, Abeta rescue -0.3%, FUS yeast rescue -7.7% and PLK1 PBD inh -12.0%.
`C/C(N)=C(/C#N)C(=O)CSc1nc2ccccc2c(=O)n1CCCO` gave PI5P4Ka inh 0.1, WRN helicase inh -9.8%, IL2 activator -3.3, EPAC1 antag -7.9%, EPAC1 agonist 3.3%, Abeta rescue -15.6%, FUS yeast rescue 19.8% and PLK1 PBD inh -8.8%.
`Cc1noc(C)c1S(=O)(=O)NC(=O)C1(C)CCN1C(=O)c1ccccc1CCc1ccccc1` (stereo unspecified) gave PI5P4Ka inh 0.1, WRN helicase inh -1.7%, IL2 activator 0.5, EPAC1 antag -19.0%, EPAC1 agonist 3.3%, Abeta rescue 0.4%, FUS yeast rescue 13.4% and PLK1 PBD inh 5.0%.
`Cc1nc(CN2C(=O)C3(CCC3)ON=C2c2cccc(Cl)c2)cs1` gave PI5P4Ka inh 2.3, WRN helicase inh 6.8%[57.1 µM], IL2 activator -0.4, EPAC1 antag 3.5%, EPAC1 agonist -2.2%, Abeta rescue 1.9%, FUS yeast rescue -13.8% and PLK1 PBD inh 4.8%.
CC1CN(CCOc2cccc(Oc3ccccc3)c2)CC(C)O1 (stereo unspecified) was read as PI5P4Ka inh 3.7, WRN helicase inh 9.6%, IL2 activator 0.3, EPAC1 antag 11.8%, EPAC1 agonist 0.8%, Abeta rescue -47.5%[inhibitor], FUS yeast rescue -14.3% and PLK1 PBD inh -1.7%.
`CC1(C(=O)NS(=O)(=O)c2ccc(C#N)cc2)CCN1C(=O)c1ccccc1CCc1ccccc1` (stereo unspecified) gave PI5P4Ka inh 0.9, WRN helicase inh 3.7%, IL2 activator 2.1, EPAC1 antag 8.1%, EPAC1 agonist -11.8%, Abeta rescue -6.8%, FUS yeast rescue -6.1% and PLK1 PBD inh -0.4%.
O=C(O)CCn1c(-c2ccccc2)cc2c1CCCC2=O was read as PI5P4Ka inh inconclusive, WRN helicase inh -3.7%, IL2 activator -1.2, EPAC1 antag 5.1%, EPAC1 agonist 2.7%, Abeta rescue -10.1%, FUS yeast rescue -24.1% and PLK1 PBD inh -3.4%.
Screening CC1CC(C)CN(C(=O)C(C)N(C)CC(=O)Nc2ccccc2Cl)C1 (stereo unspecified) returned PI5P4Ka inh 2.0, WRN helicase inh 0.5%, IL2 activator -0.6, EPAC1 antag -1.6%, EPAC1 agonist -7.9%, Abeta rescue 2.2%, FUS yeast rescue 24.1% and PLK1 PBD inh 0.7%.
For CC(C(=O)NC(C)(C)C)n1c(C(c2ccccc2)c2ccccc2)nc2ccccc21 (stereo unspecified) the results were PI5P4Ka inh -1.1, WRN helicase inh 0.3%, IL2 activator 0.3, EPAC1 antag 19.1%, EPAC1 agonist -5.9%, Abeta rescue 9.2%, FUS yeast rescue 29.1% and PLK1 PBD inh -8.6%.
For C/C(=N\Nc1ccc([N+](=O)[O-])cc1[N+](=O)[O-])C(C)C(C)C (stereo unspecified) the results were PI5P4Ka inh 5.5, WRN helicase inh -11.3%, IL2 activator -0.5, EPAC1 antag -7.4%, EPAC1 agonist 4.4%, Abeta rescue 17.2%, FUS yeast rescue -24.8% and PLK1 PBD inh -1.3%.
`COC(=O)c1ccc(OC(=O)CS(=O)c2ccccc2[N+](=O)[O-])cc1` (stereo unspecified) gave PI5P4Ka inh -1.7, WRN helicase inh -11.7%, IL2 activator 0.2, EPAC1 antag 6.5%, EPAC1 agonist 2.8%, Abeta rescue -76.6%[inhibitor], FUS yeast rescue -11.8% and PLK1 PBD inh inconclusive.
CC(C)(C)c1ccc(C(=O)N2CCC(C(=O)c3ccccc3)CC2)cc1 was read as PI5P4Ka inh -5.5, WRN helicase inh 1.8%, IL2 activator -5.7, EPAC1 antag -24.3%, EPAC1 agonist -2.7%, Abeta rescue 6.6%, FUS yeast rescue inconclusive and PLK1 PBD inh -17.0%.
`Cc1ccc(C)c(C(C)NC(=O)c2ccncc2)c1` (stereo unspecified) gave PI5P4Ka inh 0.5, WRN helicase inh -7.8%, IL2 activator -0.9, EPAC1 antag -1.4%, EPAC1 agonist 2.8%, Abeta rescue 4.4%, FUS yeast rescue -15.8% and PLK1 PBD inh -6.7%.
CCC(C)NC(=O)CNC(=O)c1nn(-c2ccc(OC)c(Cl)c2)c(=O)c2ccccc12 (stereo unspecified) was read as PI5P4Ka inh -1.6, WRN helicase inh 1.4%, IL2 activator -0.1, EPAC1 antag -0.1%, EPAC1 agonist 2.5%, Abeta rescue -8.1%, FUS yeast rescue 20.2% and PLK1 PBD inh -12.2%.
`CC(=O)CC(=O)NC1CCc2ccccc21` (stereo unspecified) gave PI5P4Ka inh 13.5, WRN helicase inh 12.0%, IL2 activator 0.2, EPAC1 antag -20.6%, EPAC1 agonist 0.0%, Abeta rescue -5.6% and PLK1 PBD inh -9.6%.
Cc1nn(Cc2ccccc2)c(Cl)c1/C=C/C(=O)OC(C(=O)NC(N)=O)C(C)C (stereo unspecified) was read as PI5P4Ka inh -0.6, WRN helicase inh 1.0%, IL2 activator 0.3, EPAC1 antag -16.1%, EPAC1 agonist -3.8%, Abeta rescue 4.3%, FUS yeast rescue -21.4% and PLK1 PBD inh -2.0%.
For Cc1ccc(N=c2c([N+](=O)[O-])nn(-c3ccc(Cl)cc3)n2O)cc1C the results were PI5P4Ka inh -1.1, WRN helicase inh 1.5%, IL2 activator -0.7, EPAC1 antag 14.1%, EPAC1 agonist 16.8%, Abeta rescue -2.9%, FUS yeast rescue -8.8% and PLK1 PBD inh -3.3%.
Cc1ccccc1NC(=O)Cn1c(C)nc2ccc(NC(=O)C3CC3)cc2c1=O was read as WRN helicase inh -3.8%[57.1 µM], IL2 activator -1.2, EPAC1 antag 10.5%, EPAC1 agonist 6.9%, Abeta rescue -18.5%, FUS yeast rescue 15.4% and PLK1 PBD inh -1.9%.
C=CC(=O)Nc1cccc(Oc2ccnc(Nc3ccc(N4CCN(C)CC4)cc3)n2)c1 was read as PI5P4Ka inh -10.3, WRN helicase inh inconclusive, IL2 activator -0.5, EPAC1 antag -7.1%, EPAC1 agonist -2.6%, Abeta rescue 1.4%, FUS yeast rescue 10.9% and PLK1 PBD inh -13.5%.
Screening Cc1ccc(-c2nc(SC(C)C(=O)NC3CC3)n[nH]2)cc1 (stereo unspecified) returned PI5P4Ka inh 1.0, WRN helicase inh 4.3%, IL2 activator 0.6, EPAC1 antag 10.1%, EPAC1 agonist 6.6%, Abeta rescue 2.9%, FUS yeast rescue -35.3% and PLK1 PBD inh 2.6%.
`Cc1ccc(C(=O)NC=C(Cl)Cl)cc1` gave PI5P4Ka inh -6.7, WRN helicase inh 6.9%, IL2 activator 0.6, EPAC1 antag 0.1%, EPAC1 agonist -1.9%, Abeta rescue -0.2%, FUS yeast rescue -37.0% and PLK1 PBD inh -17.1%.
Cc1ccc(CN(C(=O)c2ccc(Cl)c([N+](=O)[O-])c2)C2CCS(=O)(=O)C2)o1 (stereo unspecified) was read as PI5P4Ka inh -16.0, WRN helicase inh -10.7%, IL2 activator -0.1, EPAC1 antag -11.7%, EPAC1 agonist 9.2%, Abeta rescue 7.3%, FUS yeast rescue 4.5% and PLK1 PBD inh 23.8µM*.
`COCCn1c(SCC(=O)N2CCC(C)CC2)nc2ccccc2c1=O` gave WRN helicase inh -4.2%, IL2 activator 2.0, EPAC1 antag 4.6%, EPAC1 agonist 9.5%, Abeta rescue -7.7%, FUS yeast rescue 24.6% and PLK1 PBD inh -9.6%.
For O=C(NCCc1c[nH]c2ccccc12)/C(=C/c1ccco1)NC(=O)c1ccco1 the results were PI5P4Ka inh -16.2, WRN helicase inh -23.5%, IL2 activator -1.2, EPAC1 antag 13.2%, EPAC1 agonist 11.1%, Abeta rescue -13.9%, FUS yeast rescue -0.7% and PLK1 PBD inh -20.9%.
Screening CC(=O)Nc1cccc(-c2cc(-c3c(Cl)cccc3Cl)no2)c1 returned PI5P4Ka inh -0.6, WRN helicase inh 5.1%, IL2 activator -0.6, EPAC1 antag -23.7%, EPAC1 agonist 5.7%, Abeta rescue -91.3%[inhibitor], FUS yeast rescue 34.4% and PLK1 PBD inh 5.8%.
COc1ccc(NC(=O)C2CCC(=O)N2)cc1 (stereo unspecified) was read as WRN helicase inh -7.1%, IL2 activator 2.7, EPAC1 antag -3.1%, EPAC1 agonist 1.8%, Abeta rescue -32.1%[inhibitor], FUS yeast rescue 46.8% and PLK1 PBD inh -6.2%.
`Cc1ccc(NC(=O)N(CCC#N)Cc2ccccc2)cc1` gave PI5P4Ka inh -1.9, WRN helicase inh -1.9%, IL2 activator -0.2, EPAC1 antag -0.2%, EPAC1 agonist 1.9%, Abeta rescue 3.0%, FUS yeast rescue 18.4% and PLK1 PBD inh 2.7%.
For Cc1ccccc1OCCn1c(C)nc2ccccc21 the results were PI5P4Ka inh 2.8, WRN helicase inh -6.8%, IL2 activator -4.8, EPAC1 antag -17.9%, EPAC1 agonist -9.5%, Abeta rescue 1.2%, FUS yeast rescue 12.4% and PLK1 PBD inh -6.3%.
COc1ccc(C2CN=NC23CCCc2ccccc2C3=O)cc1 (stereo unspecified) was read as WRN helicase inh -0.3%, IL2 activator 1.5, EPAC1 antag -15.2%, EPAC1 agonist 10.4%, Abeta rescue 12.9%, FUS yeast rescue 27.8% and PLK1 PBD inh 0.4%.
Screening Cc1cccc(/C=N/NC(=O)NC23CC4CC(CC(C4)C2)C3)n1 returned PI5P4Ka inh 4.0, WRN helicase inh 9.7%, IL2 activator -3.4, EPAC1 antag 20.2%, EPAC1 agonist -6.1%, Abeta rescue 12.5%, FUS yeast rescue 14.0% and PLK1 PBD inh 5.7%.

Compound activity as filed in PubChem.
